# M. tuberculosis: growth inhibition of non-replicating M. tuberculosis (AID 488890). 320,000 compounds, 0.39% hits. inhibition, % at 25 µM; hits with a dose series show IC50 in µM. Mycobacterium tuberculosis non-replicating, growth inhibition; higher % means a stronger effect; in the data active = a potency from the dose series; inconclusive = inhibition mostly from about 82% at the one dose, without a potency; inactive = the rest, 99 in 100 with inhibition below about 76%;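 also: plate controls were DMSO cells for no effect and high antibiotic wells for full effect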
# PhoP GFP inhibition: PhoP regulon inhibitors, Salmonella typhi PhoP promoter GFP reporter, confirmatory (AID 1850) | Salmonella Typhi PhoP-promoter GFP reporter, fluorescence, 4 h; higher % means a stronger effect | inhibition, % at 50 µM, or IC50 in µM where a hit was titrated | 310,000 compounds, 0.33% hits; in the data active = a potency from the dose series; inconclusive = inhibition mostly from about 25% at the one dose, without a potency; inactive = the rest, 99 in 100 with inhibition below about 19%;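 also: 0% = induced wells with vehicle and 100% = uninduced wells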
# VEEV TC-83 Vero: inhibitors of VEEV TC-83 cytopathic effect, confirmation, Vero cells (AID 588727). inhibition, % at 20 µM, or IC50 in µM where a hit was titrated. Vero cells, VEEV TC-83 cytopathic effect inhibition; higher % means a stronger effect. 350,000 compounds, 0.13% hits; in the data active = a potency from the dose series; inconclusive = inhibition mostly from about 14% at the one dose, without a potency; inactive = the rest, 99 in 100 with inhibition below about 12%; also: strong numbers were not always called active
# influenza NS1A: H1N1 influenza NS1A inhibitors, functional cell based assay (AID 504329); NS1A functional cell-based assay, percent inhibition; higher % means a stronger effect; 340,000 compounds, 0.3% hits; inhibition, % at 12.5 µM; hits with a dose series show IC50 in µM; in the data active = a potency from the dose series; inconclusive = inhibition above about 27% without an active follow-up result; also: strong numbers were not always called active
# H37Rv inhibition: M. tuberculosis growth inhibition, HTS (AID 449762) | M. tuberculosis H37Rv growth inhibition, 7H9 media; higher % means a stronger effect | inhibition, % at 25 µM; hits with a dose series show IC50 in µM | 330,000 compounds, 0.59% hits; in the data active = a potency from the dose series; inconclusive = inhibition above about 70% without an active follow-up result;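 also: bacterial growth assessed after seven days of incubation; strong numbers were not always called active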
# VEEV TC-83 Vero 10K pilot screen: further read-out of VEEV TC-83 Vero, marked with its call; inhibition, %; measured here: 10K pilot screen inhibition
# Active calls of the source: *; i = inactive; ? = inconclusive; . = no result given.
SMILES,M. tuberculosis,PhoP GFP inhibition,VEEV TC-83 Vero,influenza NS1A,H37Rv inhibition,others
CCOC(=O)C1(Cc2ccccc2)CCN(Cc2ccc3c(c2)OCCO3)CC1,6%,6%,0.4%,2%,-4%,
CCOC(=O)C(=O)Nc1cc(C(=O)OC)cc(C(=O)OC)c1,-19%,-8%,1.3%,-1%,-4%,
Cn1c(N)c(C(=O)COC(=O)c2ccco2)c(=O)n(C)c1=O,8%,7%,i,-5%,1%,
O=c1cc(N2CCN(c3cccc(Cl)c3)CC2)[nH]c(=O)n1C1CCCCC1,3%,-2%,8.3%,4%,5%,
COC(=O)Cc1csc(NC(=O)CSc2nncn2C)n1,6%,.,.,.,-1%,
CCCCCc1ccc(OCCOCCn2c[n+](C)c3ccccc32)c(CCCCC)c1,.,.,i,0%,.,
COc1cc(/C=C2/SC(=Nc3ccc(O)cc3)NC2=O)cc(OC)c1O,-9%,0%,3.2%,6%,4%,
COc1ccc(C(=O)NCCc2nnc3ccc(SCC(=O)Nc4ccccc4)nn23)cc1,3%,-4%,1.6%,-20%,-2%,
Cc1nc(/N=C(\N)N(C)C)[nH]c(=O)c1C,-8%,-5%,0.4%,3%,4%,
CCOC(=O)Cc1nnc(NC(=O)COc2ccc(C)cc2)s1,38%,16%,1.1%,-2%,8%,
COc1ccccc1-c1nc2c(c(SCC(=O)N3CCCCC3)n1)Cc1c(CO)cnc(C)c1O2,17%,-1%,10%,5%,3%,
C[C@@H](C(=O)Nc1ccc2ccccc2c1)[C@@H]1C[C@@]1(C)[C@@H](N)c1ccccc1,7%,7%,i,0%,-2%,
CCc1ccc(NC(=O)C(CC)Sc2nc3cc4c(cc3c(=O)n2Cc2ccco2)OCO4)cc1 (stereo not drawn),2%,-6%,i,-6%,12%,
O=C(CSc1nc2ccccc2c(=O)[nH]1)Nc1ccc(N2CCOCC2)cc1,-21%,-9%,1.5%,-5%,5%,
CCCCCCSc1ccc([C@@H]2[C@@H]3C(=O)N(CC)C(=O)[C@@H]3[C@]3(C(=O)OC)CCCCN23)cc1,5%,.,1.0%,-2%,1%,
CCC(=O)Nc1ccccc1Oc1ccccc1,7%,-2%,1.1%,2%,13%,
C[C@H](NC(N)=O)C(=O)N1CCN(S(=O)(=O)c2ccc3ccccc3c2)CC1,-11%,14%,2.2%,8%,-2%,
O=C(COC(=O)c1cnccn1)NCCc1ccc(Cl)cc1Cl,-12%,-16%,2.1%,14%,3%,
c1ccc(CSc2ccc(-c3cccnc3)nn2)cc1,39%,-6%,5.2%,-3%,3%,
CC1CN(C(=O)CSc2nnc(C3CCCCC3)n2N)CC(C)O1 (stereo not drawn),-2%,.,i,-3%,-2%,
O=C(Nc1ccc(Br)cc1)C1CC(O)CN1C(=O)Oc1ccccc1 (stereo not drawn),-17%,12%,1.5%,-21%,-3%,
C=CCOCCN1C(=O)C2C(c3ccccc3)C=CC(c3ccccc3)C2C1=O (stereo not drawn),4%,5%,i,3%,-2%,VEEV TC-83 Vero 10K pilot screen=6.8
COC(=O)/C=C1\S/C(=N\N=C\CC(=O)OC)NC1=O,25%,7%,1.7%,-10%,-9%,
COc1ccc(CC(=O)Nc2ccc3nc(SC)sc3c2)cc1OC,65%,0%,i,3%,?,
COc1ccc(CCNC(N)=S)cc1OC,4%,4%,0.5%,-10%,-12%,
S=c1[nH]cc(-c2ccccc2)n1-c1cccc(Cl)c1,-16%,-3%,2.2%,12%,-7%,
Cc1cc(C)n2c(=O)[nH]nc2c1,.,.,0.6%,8%,.,
O=C(CNC(=O)c1ccco1)NCc1ccc2c(c1)OCO2,3%,.,2.1%,-19%,-6%,
CC1(C)CC(=O)C/C(=N\NC(=O)CCc2ccc(S(=O)(=O)N3CCOCC3)cc2)C1,-2%,0%,i,7%,-11%,
O=C(CCC1CCCCC1)Nc1ccc(S(=O)(=O)Nc2nccs2)cc1,76%,-7%,0.2%,-4%,?,
O=[N+]([O-])c1cc(-c2nc3nc4ccccc4nc3n2CCc2ccccc2)cc([N+](=O)[O-])c1,-35%,-4%,0.8%,14%,?,
CCN1C(=O)C(CC(=O)Nc2ccc(OC)cc2)N(Cc2cccnc2)C1=S (stereo not drawn),26%,6%,i,-10%,-13%,
O=C1c2ccc(Cl)cc2S(=O)(=O)c2cccc(C(=O)N3CCC(Cc4ccccc4)CC3)c21,42%,.,1.9%,19%,43%,
COc1ccc(-c2cc(C(=O)NC3CCCC3)no2)cc1,54%,6%,1.3%,-10%,4%,
COCCNC(=O)c1n[nH]c2ccccc12,-1%,17%,0.3%,4%,4%,
COc1ccc(N2CCN(/C(=N\S(=O)(=O)c3ccccc3)Nc3nc(C)cc(C)n3)CC2)cc1,10%,3%,0.5%,-3%,0%,
O=S(=O)(NCC1CCCO1)c1ccc(S(=O)(=O)N(Cc2ccc(F)cc2)Cc2ccco2)cc1 (stereo not drawn),-13%,-4%,2.2%,-1%,7%,
O=C(CN1CCN(Cc2ccccc2)CC1)Nc1cccc(Br)c1,21%,17%,0.9%,0%,3%,
Cn1cccc1C(=O)OCC(=O)Nc1ccc2c(c1)CCC2,14%,-8%,4.5%,3%,11%,
CNc1ncnc2c1cnn2C1CCCCO1 (stereo not drawn),.,.,3.4%,-7%,.,
Cc1nnc(SCC(=O)Nc2ncc3c(n2)CC(C)(C)CC3=O)s1,6%,6%,2.3%,-3%,-7%,
O=C(NCCCN1CCOCC1)NC12CC3CC(CC(C3)C1)C2,4%,-23%,0.1%,-20%,2%,
Cc1ccc(-c2nc(CS(=O)CC(=O)N3CCN(c4ccccc4)CC3)c(C)o2)cc1 (stereo not drawn),3%,4%,1.3%,11%,9%,
CCOC(=O)c1c(C)[nH]c(C)c1C(=O)CN1C(=O)NC(CC(C)C)C1=O (stereo not drawn),28%,-3%,i,3%,-7%,
Cc1ccc(C)c(OCC(O)CN2C(C)CCCC2C)c1 (stereo not drawn),14%,4%,0.1%,1%,-18%,
CS(=O)(=O)N(CC(=O)NCc1ccco1)c1ccccc1Cl,12%,-10%,i,-1%,-5%,
COc1ccc(OCC(=O)NNC(=O)CCc2ccccc2)cc1,-6%,6%,2.2%,-6%,0%,
Nc1nc(NCc2ccccc2)nc(Nc2cccc(F)c2)c1[N+](=O)[O-],-2%,3%,i,-3%,-20%,
CCOC(=O)N1CCN(C(=O)c2ccc3c(=O)n(Cc4ccc(Cl)cc4)c(=S)[nH]c3c2)CC1,15%,3%,i,-8%,20%,
O=[N+]([O-])c1ccc(COc2cccnc2)cc1,13%,22%,1.2%,-4%,-6%,

# Additional entries
SMILES,M. tuberculosis,PhoP GFP inhibition,VEEV TC-83 Vero,influenza NS1A,H37Rv inhibition,others
c1ccc(CCc2ccncc2)cc1,15%,-4%,i,-3%,2%,
CCC(=O)N1CCc2cc(S(=O)(=O)CCC(=O)NCc3cccs3)ccc21,.,3%,1.2%,3%,-6%,
CCCS(=O)(=O)N1CCc2ccc(NC(=O)c3ccccc3Cl)cc2C1,-1%,4%,3.8%,-5%,-1%,
COC(=O)C1(C(=O)OC)NOC2C(=O)N(N(C)c3ncc(C(F)(F)F)cc3Cl)C(=O)C21 (stereo not drawn),-25%,3%,2.6%,-4%,-4%,
COC(CC(=O)NNC(=S)Nc1ccc(Cl)cc1)OC,-4%,5%,0.8%,3%,-3%,
CC(Sc1nc(N)cc(N)n1)C(=O)Nc1ccc(N2CCOCC2)cc1 (stereo not drawn),-11%,.,2.3%,4%,-13%,
CN(CCc1ccccc1)C(=O)c1ccc(NC(=O)Cc2ccc(NC(=O)C3CCN(C(=O)c4ccccc4)CC3)cc2)cc1,.,.,i,-9%,.,
N/C(=N\OC(=O)c1ccc(Cl)cc1[N+](=O)[O-])c1ccccn1,67%,-6%,10%,-2%,2%,
NC(=O)CN1C(=O)C(O)(CC(=O)/C=C\c2ccc3c(c2)OCO3)c2ccccc21 (stereo not drawn),20%,2%,2.0%,-11%,1%,
COc1ccc(CC(=O)Nc2ccc(S(=O)(=O)Nc3cc(OC)nc(OC)n3)cc2)cc1,6%,-4%,i,-16%,7%,

# Looked up by compound from the list above:
SMILES,M. tuberculosis,PhoP GFP inhibition,VEEV TC-83 Vero,influenza NS1A,H37Rv inhibition,others
CN(CCc1ccccc1)C(=O)c1ccc(NC(=O)Cc2ccc(NC(=O)C3CCN(C(=O)c4ccccc4)CC3)cc2)cc1,.,.,i,-9%,.,
COC(CC(=O)NNC(=S)Nc1ccc(Cl)cc1)OC,-4%,5%,0.8%,3%,-3%,
c1ccc(CCc2ccncc2)cc1,15%,-4%,i,-3%,2%,
CCCS(=O)(=O)N1CCc2ccc(NC(=O)c3ccccc3Cl)cc2C1,-1%,4%,3.8%,-5%,-1%,
NC(=O)CN1C(=O)C(O)(CC(=O)/C=C\c2ccc3c(c2)OCO3)c2ccccc21 (stereo not drawn),20%,2%,2.0%,-11%,1%,
CC(Sc1nc(N)cc(N)n1)C(=O)Nc1ccc(N2CCOCC2)cc1 (stereo not drawn),-11%,.,2.3%,4%,-13%,

# Structures above that contain bromine:
SMILES,M. tuberculosis,PhoP GFP inhibition,VEEV TC-83 Vero,influenza NS1A,H37Rv inhibition,others
O=C(Nc1ccc(Br)cc1)C1CC(O)CN1C(=O)Oc1ccccc1 (stereo not drawn),-17%,12%,1.5%,-21%,-3%,
O=C(CN1CCN(Cc2ccccc2)CC1)Nc1cccc(Br)c1,21%,17%,0.9%,0%,3%,

# The listing continues:
SMILES,M. tuberculosis,PhoP GFP inhibition,VEEV TC-83 Vero,influenza NS1A,H37Rv inhibition,others
O=C(c1ccc(N2CCN(CCO)CC2)nc1)N1CCOCC1,17%,-8%,0.1%,-7%,-1%,
COCCN(CCOC)C(=O)c1ccc(NS(=O)(=O)c2ccc3c(c2)OCCO3)cc1,-6%,-4%,1.7%,-5%,-4%,
CCCCN(CCCC)C(=O)c1cc(Cl)ccc1[N+](=O)[O-],7%,-1%,i,4%,5%,
O=C(c1ccc(N2CCCC2)c([N+](=O)[O-])c1)N1CCN(S(=O)(=O)c2ccccc2)CC1,.,.,9.7%,5%,.,
COc1cc(-c2n[nH]c(=S)n2Cc2ccccc2)cc(OC)c1OC,-9%,1%,1.0%,-7%,-7%,
CC1=CC[C@@]23CCCN2C(=O)CCC[C@H]3C1,.,.,0.1%,-25%,.,
O=C(Nc1ccc(Oc2cccc(C(F)(F)F)c2)nc1)c1ccccc1,12%,-3%,2.4%,-9%,14%,
C/C(CC(=O)Nc1ccccc1Br)=N\NC(=O)C(=O)N1CCCC1,-8%,-6%,3.3%,-11%,-3%,

# Screening results deposited in PubChem by Southern Research Specialized Biocontainment Screening Center.

# Hits appear at their usual frequency; any-hit rate near 1.5%.
